# Bioassay records deposited in PubChem by several laboratories.
# CRFR2-BP antag – blocks CRF-induced signaling of the CRF-BP/CRF-R2 complex; HEK293 CRF-R2/CRF-BP, CRF-induced calcium fluorescence; actives 0.59% (n = 350,000); inhibition, % at 11.8 µM;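 active = inhibition of the ligand-induced calcium signal above about 50% at the single tested concentration, limit read from the data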
# MEKK2 WT-MEK5 – raises or lowers MEK5 binding to wildtype human MEKK2 PB1 domain; actives 1.1% (n = 290,000); bead flow cytometry, Alexa488-MEK5 binding to MEKK2 WT; actives lie on both sides; AID 1531; binding response (% of control), % at 10 µM; in the data active = binding response below about 67% or above about 130%
# MEKK3 PB1 HTS – MEKK3-MEK5 PB1 interaction, increase or decrease; bead-based flow cytometry, Alexa488-MEK5 binding to MEKK3; actives lie on both sides; 0 = blocked by unlabeled MEK5, 100 = vehicle; binding response (% of control), % at 10 µM; AID 1529; actives 1.4% (n = 290,000);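 active = binding response more than 3 SD above or below the average of its plate-row segment, actives on both sides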;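 also: Alexa488 bead fluorescence after subtracting the streptavidin-only scavenger bead signal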
# UBC9 SUMO inh – blocks human SUMOylation mediated by UBC9; AID 2006; inhibition, % at 35 µM; actives 0.36% (n = 290,000); HTRF SUMOylation assay, SAE1/SAE2 + UBC9, in vitro; P63279; in the data active = inhibition above about 50%, passing the limit was not always enough; also: strong numbers were not always called active
# Target sequence (P63279 whole entry, looked up): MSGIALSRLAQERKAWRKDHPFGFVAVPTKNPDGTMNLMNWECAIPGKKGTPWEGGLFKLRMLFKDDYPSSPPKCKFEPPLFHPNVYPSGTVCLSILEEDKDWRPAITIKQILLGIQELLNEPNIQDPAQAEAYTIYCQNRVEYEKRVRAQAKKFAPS
# CRFBP-R2 agonist – CRF-BP/CRF-R2 complex agonism. HEK293 CRF-R2/CRF-BP, calcium dye fluorescence (FLIPR); percent of saturating CRF peptide response. activation, % at 13.2 µM. actives 0.46% (n = 350,000). AID 588473;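 active = activation of at least 50%, plus an integration ratio under a set limit after plate pattern correction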;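 also: plate controls were neutral control wells without compound for no effect and CRF at EC100 for full effect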
# MEKK2 mut-MEK5 – signal of MEK5 binding to mutant human MEKK2 PB1 domain; bead flow cytometry, Alexa488-MEK5 binding to MEKK2 mutant; percent response, % at 10 µM; actives 0.35% (n = 290,000); AID 1530; in the data active = percent response above about 24%, passing the limit was not always enough; also: inactives centre near 1; some results filed as inactive read as strong as hits
# GalR3 antag – blocks the human galanin receptor 3; O60755; HEK293 GalR3-CNG cAMP membrane potential fluorescence; galR3 body fused to GalR1 C-terminus; inhibition, % at 3 µM; actives 0.44% (n = 360,000); AID 651719;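 active = inhibition above the screen-wide average plus 3 SD, cut at about 13% in these data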;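 also: forskolin and galanin both at EC90 stimulate the cells; cAMP rise reported by CNG channel membrane potential dye signal; 0% = forskolin plus galanin with DMSO and 100% = forskolin alone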
# Target sequence (O60755 1-299 limits assumed): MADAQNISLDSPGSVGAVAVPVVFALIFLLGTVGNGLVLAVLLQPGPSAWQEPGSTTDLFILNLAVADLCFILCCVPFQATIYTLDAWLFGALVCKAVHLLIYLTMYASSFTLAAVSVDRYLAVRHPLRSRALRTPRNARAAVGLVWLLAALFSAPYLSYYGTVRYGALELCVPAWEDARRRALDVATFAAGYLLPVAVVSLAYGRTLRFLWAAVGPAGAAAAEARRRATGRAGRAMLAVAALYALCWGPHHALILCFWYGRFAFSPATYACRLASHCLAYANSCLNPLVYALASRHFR
# NS3 helicase inh – HCV NS3 helicase inhibition; inhibition, % at 10.9 µM; NS3 helicase DNA unwinding, Cy5 molecular beacon fluorescence; actives 0.56% (n = 290,000);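 active = inhibition above the mean of all tested compounds plus 3 SD, set per campaign, cut at about 35% in these data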;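 also: 0% = DMSO wells and 100% = thioflavine S control wells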
#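 Measured by: Cy5 fluorescence, 0 and 60 min reads / Assay system: NS3 helicase fragment of HCV / Control set: low DMSO, high thioflavine S at 110 µM / Times: 1 h reaction at 25 °C, ATP-initiated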
# DNA FID counter – counter-screen for HCV NS3 helicase inhibitors: DNA intercalator displacement. actives 0.17% (n = 290,000). DNA fluorescent intercalator displacement, fluorescence. inhibition, % at 7.9 µM; in the data active = inhibition above about 37%;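 also: 0% = vehicle and 100% = reference compound; higher means more ethidium bromide displaced from hairpin DNA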
# The depositor's hits bear a star; . = not tested or not shown. Some of the compounds tested, so the mix of outcomes need not match the whole.
[1] CC(=O)c1ccc(NC(=O)Nc2ccc3c(c2)N(C)C(=O)CS3)cc1
[2] Cc1cc(C)cc(OCC(=O)Nc2ccc(N3CCN(C(=O)c4ccco4)CC3)cc2)c1
[3] O=C(Nc1ccnn1C1CCN(Cc2ccccc2F)CC1)C1CCCC1
[4] CCOc1ccc(C(=O)NCCC(=O)N2CCC3(CC2)NCCc2[nH]cnc23)cc1
[5] CCOC(=O)N1CCN(C(=S)Nc2cc(S(=O)(=O)N3CCOCC3)ccc2Cl)CC1
[6] CN(CCCNC(=O)CN1C(=O)CC(C)(C)S(=O)(=O)c2ccccc21)C1CCCCC1
[7] CCN(CC)c1c([N+](=O)[O-])c(=O)oc2ccccc12
[8] CCOc1cccc(=O)c2c(C)n(CC(=O)c3ccccc3)c(C)c12

entry no. | 1 | 2 | 3 | 4 | 5 | 6 | 7 | 8
CRFBP-R2 agonist | 3.9 | -2.9 | 0.7 | 0.9 | 0.2 | 1.9 | 3.1 | 3.1
MEKK3 PB1 HTS | 98 | 85 | 102 | 103 | 100 | . | 98 | 102
GalR3 antag | -2 | 0 | -2 | 4 | -3 | -4 | -2 | 1
DNA FID counter | -15 | -25 | -1 | 6 | -2 | 2 | 0 | -15
MEKK2 WT-MEK5 | 98 | 88 | 111 | 102 | 104 | . | 96 | 92
MEKK2 mut-MEK5 | 1 | -6 | 6 | 1 | 1 | . | -1 | -2
CRFR2-BP antag | 6 | -5 | 3 | 8 | 19 | 9 | -6 | 4
UBC9 SUMO inh | -3 | 13 | 6 | . | 7 | 2 | 8 | 19
NS3 helicase inh | -1 | 3 | -8 | 5 | -10 | 2 | -7 | 27

[9] O=C(NNc1nc(Nc2ccccc2)nc(N2CCOCC2)n1)Nc1ccc(Cl)cc1
[10] COc1ccc(C(=O)Nc2ccccc2C(=O)NCCN2CCOCC2)cc1OC
[11] CCOC(=O)c1c(NC(=O)/C=C/C(=O)O)sc(C)c1-c1ccc(C)c(C)c1
[12] COc1ccc(Br)cc1/C=C/C(=O)Nc1c(C)cccc1C
[13] COc1ccc(C(=O)Nc2cc(C)nn2-c2ccc(C)cc2)cc1
[14] Cc1c(C(=O)N2CCC(C)CC2)sc2ncnc(N(C)c3ccccc3)c12
[15] CCOC(=O)CSc1nc(-c2cccs2)nc2c1c(=O)n(C)c(=O)n2C
[16] CC(C)(C)C1CCC(C(=O)NCC(c2cccs2)N2CCOCC2)CC1 (centres undefined)

entry no. | 9 | 10 | 11 | 12 | 13 | 14 | 15 | 16
CRFBP-R2 agonist | 1.9 | 0.7 | -0.3 | -1.1 | -0.8 | -0.6 | 1.5 | -2.0
MEKK3 PB1 HTS | 98 | 98 | 101 | 102 | 98 | 103 | 99 | 94
GalR3 antag | -1 | 0 | -5 | 0 | -5 | -4 | . | -5
DNA FID counter | -12 | -4 | -20 | -14 | -24 | -32 | -9 | -40
MEKK2 WT-MEK5 | 96 | 102 | 99 | 99 | 96 | 97 | 96 | 98
MEKK2 mut-MEK5 | -1 | 0 | 1 | 4 | 2 | 2 | -6 | 4
CRFR2-BP antag | -16 | -1 | -5 | 30 | -13 | -19 | -26 | -14
UBC9 SUMO inh | 10 | -8 | 15 | 2 | 2 | 12 | 7 | 8
NS3 helicase inh | -16 | 3 | -12 | -2 | 10 | -6 | 1 | -5

[17] COc1ccc2[nH]c(=O)c3c(c2c1)OC(C)(C)C=C3
[18] Cc1ccc2nc3c(nc2c1)-c1ccccc1C3=O
[19] COc1ccc(-n2ccc(-c3nn(-c4cccc(C(F)(F)F)c4)ccc3=O)n2)cc1
[20] CN(C)S(=O)(=O)c1cccc(NC(=S)Nc2ccc(Cl)cc2Cl)c1
[21] O=C(CCC1CCCN(C(=O)c2ccc3cc[nH]c3c2)C1)NCc1ccc(F)c(F)c1 (centres undefined)
[22] CC(=O)Oc1c(Sc2ccccc2[N+](=O)[O-])c(C)nn1C(C)(C)C
[23] O=C(CSc1nnc(COc2ccc3c(c2)CCCC3)o1)Nc1ccc(F)cc1
[24] CCN(CC)CCCNC(=O)c1cn(C)c(=O)c2c1c1ccccc1n2C

entry no. | 17 | 18 | 19 | 20 | 21 | 22 | 23 | 24
CRFBP-R2 agonist | -1.0 | 1.7 | -1.0 | -1.2 | 4.5 | -7.4 | 13 | 0.0
MEKK3 PB1 HTS | 100 | 101 | 99 | 105 | 96 | 85 | 101 | 95
GalR3 antag | -6 | -3 | 0 | -7 | -3 | -3 | 1 | -5
DNA FID counter | -1 | 0 | -27 | -4 | -23 | -7 | -3 | 2
MEKK2 WT-MEK5 | 95 | 98 | 92 | 106 | 90 | 78 | 102 | 97
MEKK2 mut-MEK5 | -3 | 0 | 3 | 1 | -11 | -15 | 2 | -4
CRFR2-BP antag | -47 | -7 | -11 | -23 | -87 | 21 | -6 | -6
UBC9 SUMO inh | 3 | 14 | -1 | 4 | -1 | 13 | 23 | -6
NS3 helicase inh | -4 | -2 | 3 | -3 | -15 | 9 | 3 | -2

[25] O=C(O)c1cccc(Nc2ncnc3sccc23)c1
[26] CCn1c(CC(=O)Nc2ccccc2)n[nH]c1=S
[27] CC(=Nc1ccccc1)c1sc2ccccc2c1O
[28] Cc1ccc(S(=O)(=O)c2nc(S(C)(=O)=O)sc2NCC2CCCO2)cc1 (centres undefined)

entry no. | 25 | 26 | 27 | 28
CRFBP-R2 agonist | 0.3 | 0.0 | 9.7 | -2.1
MEKK3 PB1 HTS | 98 | 99 | 90 | 86
GalR3 antag | -6 | 2 | 0 | -2
DNA FID counter | -2 | 4 | 3 | -4
MEKK2 WT-MEK5 | 100 | 88 | 82 | 94
MEKK2 mut-MEK5 | -4 | -10 | -12 | -8
CRFR2-BP antag | -16 | -1 | -24 | 9
UBC9 SUMO inh | 4 | 14 | 4 | 3
NS3 helicase inh | 0 | 12 | 1 | 5

# Entries of single compounds from above. Screens in order: CRFBP-R2 agonist | MEKK3 PB1 HTS | GalR3 antag | DNA FID counter | MEKK2 WT-MEK5 | MEKK2 mut-MEK5 | CRFR2-BP antag | UBC9 SUMO inh | NS3 helicase inh
# `O=C(Nc1ccnn1C1CCN(Cc2ccccc2F)CC1)C1CCCC1` reads 0.7 | 102 | -2 | -1 | 111 | 6 | 3 | 6 | -8
# `COc1ccc(C(=O)Nc2cc(C)nn2-c2ccc(C)cc2)cc1` reads -0.8 | 98 | -5 | -24 | 96 | 2 | -13 | 2 | 10

# In the list so far, these have four or more nitrogen atoms.
[3] O=C(Nc1ccnn1C1CCN(Cc2ccccc2F)CC1)C1CCCC1
[4] CCOc1ccc(C(=O)NCCC(=O)N2CCC3(CC2)NCCc2[nH]cnc23)cc1
[5] CCOC(=O)N1CCN(C(=S)Nc2cc(S(=O)(=O)N3CCOCC3)ccc2Cl)CC1
[9] O=C(NNc1nc(Nc2ccccc2)nc(N2CCOCC2)n1)Nc1ccc(Cl)cc1
[14] Cc1c(C(=O)N2CCC(C)CC2)sc2ncnc(N(C)c3ccccc3)c12
[15] CCOC(=O)CSc1nc(-c2cccs2)nc2c1c(=O)n(C)c(=O)n2C
[19] COc1ccc(-n2ccc(-c3nn(-c4cccc(C(F)(F)F)c4)ccc3=O)n2)cc1
[24] CCN(CC)CCCNC(=O)c1cn(C)c(=O)c2c1c1ccccc1n2C
[26] CCn1c(CC(=O)Nc2ccccc2)n[nH]c1=S

entry no. | 3 | 4 | 5 | 9 | 14 | 15 | 19 | 24 | 26
CRFBP-R2 agonist | 0.7 | 0.9 | 0.2 | 1.9 | -0.6 | 1.5 | -1.0 | 0.0 | 0.0
MEKK3 PB1 HTS | 102 | 103 | 100 | 98 | 103 | 99 | 99 | 95 | 99
GalR3 antag | -2 | 4 | -3 | -1 | -4 | . | 0 | -5 | 2
DNA FID counter | -1 | 6 | -2 | -12 | -32 | -9 | -27 | 2 | 4
MEKK2 WT-MEK5 | 111 | 102 | 104 | 96 | 97 | 96 | 92 | 97 | 88
MEKK2 mut-MEK5 | 6 | 1 | 1 | -1 | 2 | -6 | 3 | -4 | -10
CRFR2-BP antag | 3 | 8 | 19 | -16 | -19 | -26 | -11 | -6 | -1
UBC9 SUMO inh | 6 | . | 7 | 10 | 12 | 7 | -1 | -6 | 14
NS3 helicase inh | -8 | 5 | -10 | -16 | -6 | 1 | 3 | -2 | 12
